Assay outcomes as filed in PubChem BioAssay.
KCNH2 3.1 inh: qHTS for Inhibitors of KCHN2 3.1: Mutant qHTS | Potassium voltage-gated channel subfamily H member 2, brain isoform KCNH2 3.1 (human) | U2OS KCNH2 3.1, thallium flux FluxOr; hits give low values | activity change, % (tested at about 1.8 µM) | actives 0.95% (n = 340,000);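 active means maximum activity change below -70%; inconclusive means maximum activity change from -70% to -50%; inactive means maximum activity change above -50%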;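 further: thallium influx rate constant from kinetic fluorescence after stimulation buffer; on the % scale 0 is the no-effect control and ±100 the full control effect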
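Channel expression came from 3.1 mutant virus (1.77 x 10^8 /mL) applied to suspended U2OS cells for 4 h. Flux was tracked with FluxOr dye plus Red40 quencher, and kinetic rate constants normalized to controls.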
Mito fusion yeast: qHTS Assay for Small Molecule Inhibitors of Mitochondrial Division or Activators of Mitochondrial Fusion | S. cerevisiae fusion-defective mutant growth rescue, CellTiterGlo 48 h | Potency, µM (highest dose often 46.1 µM), for the others: at the highest dose growth rescue (activation), usual class: activators | actives 0.23% (n = 320,000);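 further: potency means the concentration at half of the fitted maximal effect; % of control where 0% means no effect; nearly all actives have a fitted effect of over 45% in size; temperature-sensitive fusion mutants such as fzo1-1 at 37 °C on non-fermentable ethanol glycerol medium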
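Compounds are tested for their ability to restore growth of mitochondrial fusion-defective yeast strains at non-permissive 37C in YPEG medium over 48 hours. Viability is quantified by luciferase luminescence.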
PKM2 activator: qHTS Assay for Activators of Human Muscle isoform 2 Pyruvate Kinase. purified PKM2, Kinase-Glo ATP luminescence, activation; response scale: 0% is enzyme alone, no compound. Pyruvate kinase PKM (Homo sapiens), P14618. actives 0.34% (n = 260,000). Potency, µM (doses to about 57.5 µM), without a hit: at the top dose activation, actives largely listed as activators; further: potency means the concentration at half of the fitted maximal effect; on the % scale 0 is the no-effect control and ±100 the full control effect; nearly all actives have a fitted effect of over 55% in size
Target sequence (P14618 whole entry, looked up, canonical isoform): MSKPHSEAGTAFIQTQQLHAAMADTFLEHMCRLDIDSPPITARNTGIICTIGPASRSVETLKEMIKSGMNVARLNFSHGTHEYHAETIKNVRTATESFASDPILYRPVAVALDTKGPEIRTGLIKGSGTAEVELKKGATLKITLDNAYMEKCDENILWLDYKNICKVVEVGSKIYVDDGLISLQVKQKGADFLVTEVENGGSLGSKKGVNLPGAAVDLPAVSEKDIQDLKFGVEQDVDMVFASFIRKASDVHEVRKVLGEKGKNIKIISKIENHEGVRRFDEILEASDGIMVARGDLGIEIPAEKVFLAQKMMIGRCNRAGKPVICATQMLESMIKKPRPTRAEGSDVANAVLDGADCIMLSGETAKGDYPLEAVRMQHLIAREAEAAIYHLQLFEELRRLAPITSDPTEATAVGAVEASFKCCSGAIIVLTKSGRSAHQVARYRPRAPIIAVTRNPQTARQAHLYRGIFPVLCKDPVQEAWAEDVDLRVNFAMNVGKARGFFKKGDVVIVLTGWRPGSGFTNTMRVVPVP
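ATP formation by purified human PK-M2, quantified via coupled luciferase luminescence after 1 h at room temperature with 0.1 mM ADP and 0.5 mM PEP final.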
FLuc modulator: qHTS profiling assay for firefly luciferase inhibitor/activator using purifed enzyme and Km concentrations of substrates (counterscreen for miR-21 project); Luciferin 4-monooxygenase (Photinus pyralis), P08659; purified FLuc, Km substrates, luminescence inhibition; Potency, µM (top dose mostly 57.5 µM), for inactives: at the highest dose activity change, negative = inhibition, hits mostly inhibitors; actives 6.9% (n = 360,000); AID 588342, 2011;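 further: potency means the concentration at half of the fitted maximal effect; plate controls were vehicle for no effect and reference inhibitor for full effect; nearly all actives have a fitted effect of over 55% in size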
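Purified P. pyralis luciferase, 10 nM final, with Km-level 10 uM D-luciferin and 10 uM ATP in 50 mM Tris acetate pH 7.5, 10 mM Mg acetate, 0.01% Tween-20, 0.05% BSA; 6-point qHTS titration about 60 µM downward; luminescence read.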
Rab9 promoter act: qHTS Assay for Rab9 Promoter Activators; AID 485297, 2010; Huh7 Rab9 promoter-luciferase reporter, luminescence, 24 h; Potency, µM (doses to about 9.22 µM), for inactives: top-dose activation, negative = inhibition, most hits filed as activators; actives 2.8% (n = 320,000); further: potency means the concentration at half of the fitted maximal effect; % of control where 0% means no effect; nearly all actives have a fitted effect of over 60% in size
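Steps: seed 1500 Huh7 Rab9-luc cells per well, rest 2 h at 37 °C; add compound in DMSO; incubate 24 h; add luciferase reagent, 10 min ambient; read luminescence.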
RORgamma inh: qHTS for inhibitors of ROR gamma transcriptional activity; Nuclear receptor ROR-gamma (Mus musculus), P51450; Drosophila S2 Gal4-RORgamma UAS-luciferase reporter, 20 h; Potency, µM (top dose mostly 53.6 µM), for the others: at the highest dose activity change, negative = inhibition, actives largely listed as inhibitors; actives 5.4% (n = 310,000); further: potency means the concentration at half of the fitted maximal effect; on the % scale 0 is the no-effect control and ±100 the full control effect; nearly all actives have a fitted effect of over 60% in size
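Drosophila Schneider cells stably carrying a metallothionein-driven Gal4 DBD–ROR gamma fusion and a UAS-Photinus luciferase reporter were exposed to compound for 1 hr, then induced with copper sulfate (700 uM final) for 20 hr at ambient temperature before luminescence reading.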
NPC1 promoter act: qHTS Assay for NPC1 Promoter Activators; Huh7 NPC1 promoter luciferase reporter, 24 h; Potency, µM (series often up to 9.22 µM), for inactives: top-dose activation, actives largely listed as activators; actives 2.4% (n = 320,000); AID 485313, 2010;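 further: potency means the concentration at half of the fitted maximal effect; % of control where 0% means no effect; nearly all actives have a fitted effect of over 60% in size; reporter is driven by a mutant NPC1 promoter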
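Compounds in DMSO were transferred onto Huh7 NPC1-luciferase reporter cells pre-incubated 2 h; after 24 h at 37 °C, Amplite reagent was dispensed and luminescence recorded 10 min later.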
ELG1 repair inh: qHTS screen for small molecules that inhibit ELG1-dependent DNA repair in human embryonic kidney (HEK293T) cells expressing luciferase-tagged ELG1 | HEK293T ELG1-luciferase reporter, luminescence, 16 h; DNA damage induced by 5-fluorouridine | Potency, µM (top dose mostly 46.1 µM), inactives show at the top dose activity change, negative = inhibition, hits mostly inhibitors | actives 2.3% (n = 330,000) | AID 504467, 2011; further: potency means the concentration at half of the fitted maximal effect; on the % scale 0 is the no-effect control and ±100 the full control effect; nearly all actives have a fitted effect of over 55% in size
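Quantitative HTS, concentration-response format. 2,000 cells/well co-treated with 5-fluorouridine and compound, 16 hr in 5% CO2 at 37 °C; ONE-Glo luminescence read after 30 min.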
Menin-MLL TR inh: qHTS Assay for Inhibitors Targeting the Menin-MLL Interaction in MLL Related Leukemias: Competition With Texas Red Labeled MLL-derived Mutant Peptide. Potency, µM (highest dose often 61.6 µM), for the others: top-dose FP activity change, negative = inhibition, usual class: inhibitors. actives 0.23% (n = 270,000). AID 1768, 2009. O00255. Menin + Texas Red MLL mutant peptide, fluorescence polarization; active means well fitted inhibition curve with a large enough effect in the polarisation, with a control signal flat, not every such curve was filed as active; inconclusive means small, poorly fitted or top-dose-only effect, or effect the other way, or a change in a side signal; inactive means no such curve, though single readings can be large or run the other way; the % refers to the polarisation; further: potency means the concentration at half of the fitted maximal effect; % of control where 0% means no effect; many of its hits are not listed in these tables
MBNL1 CUG block: qHTS Assay for Inhibitors of MBNL1-poly(CUG) RNA binding; actives 0.036% (n = 280,000); Potency, µM (top dose mostly 57.5 µM), for inactives: at the highest dose activity change, negative = inhibition, usual class: inhibitors; AID 2675, 2010; TR-FRET MBNL1-His/biotin-(CUG)12 binding, 665/545 ratio; active means well fitted inhibition curve with a large enough effect in the signal ratio, with a control signal flat, not every such curve was filed as active; inconclusive means small, poorly fitted or top-dose-only effect, or effect the other way, or a change in a side signal; inactive means no such curve, though single readings can be large or run the other way; the % refers to the signal ratio; further: potency means the concentration at half of the fitted maximal effect; on the % scale 0 is the no-effect control and ±100 the full control effect
Target sequence (Q9NR56 whole entry, looked up): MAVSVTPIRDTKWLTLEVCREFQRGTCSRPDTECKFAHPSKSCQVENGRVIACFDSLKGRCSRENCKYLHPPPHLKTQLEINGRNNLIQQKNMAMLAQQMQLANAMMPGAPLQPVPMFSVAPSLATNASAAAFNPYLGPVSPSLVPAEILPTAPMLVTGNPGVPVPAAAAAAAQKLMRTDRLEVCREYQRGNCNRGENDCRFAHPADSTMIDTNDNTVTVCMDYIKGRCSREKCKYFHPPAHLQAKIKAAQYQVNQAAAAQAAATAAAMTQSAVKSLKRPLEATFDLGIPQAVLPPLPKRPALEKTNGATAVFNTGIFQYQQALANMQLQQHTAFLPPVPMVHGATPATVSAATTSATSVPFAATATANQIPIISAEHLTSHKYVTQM
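Inhibition of protein-RNA binding appears as loss of TR-FRET between terbium anti-His antibody on MBNL1-His and streptavidin-XL665 on biotin-(CUG)12. Activity is normalized to buffer-only and uninhibited-complex controls.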
Gal4-VP16 FLuc: VP16 counterscreen qHTS for inhibitors of ROR gamma transcriptional activity. Drosophila S2 Gal4-VP16 UAS-luciferase, luminescence, 20 h. Potency, µM (series often up to 53.6 µM), for inactives: top-dose activity, negative = inhibition, usual class: inhibitors. actives 3.5% (n = 310,000). AID 2546, 2010;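 further: Gal4-VP16 expression switched on by copper sulfate through the metallothionein promoter; potency means the concentration at half of the fitted maximal effect; on the % scale 0 is the no-effect control and ±100 the full control effect; nearly all actives have a fitted effect of over 50% in size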
* marks the source's active call; other numbers are inactive results; ? = inconclusive; nt = not tested or not shown; [ ] = remark or other dose. Unless noted, the call rests on the fitted dose curve; in most records, active means well fitted curve in the direction sought with a large enough effect; inconclusive means small, poorly fitted or top-dose-only effect, or another doubt; inactive means no such curve, though single readings can be large; an effect the other way counts as inactive or inconclusive. Not all compounds are listed; rates above refer to the full screens.

SMILES | KCNH2 3.1 inh | Mito fusion yeast | PKM2 activator | FLuc modulator | Rab9 promoter act | RORgamma inh | NPC1 promoter act | ELG1 repair inh | Menin-MLL TR inh | MBNL1 CUG block | Gal4-VP16 FLuc
O=C(COC(=O)c1ccc(S(=O)(=O)NCc2ccco2)cc1)NCC1CCCCC1 | -9 | 1% | 4% | 0% | -4% | -4% | 4% | -2% | nt | 0% | 7%
Clc1ccc(-c2nnc3cccc(Cl)n23)c(Cl)c1 | 0 | -2% | -9% | -1% | 0% | -13% | 2% | ? | -11% | ? | -4%
O=C1CCC(c2ccccc2)N1C(=O)c1cccnc1 (stereo not given) | 8 | -1% | -9% | -2% | -1% | -20% | -7% | 0% | -6% | 1% | -1%
O=C(COc1cccc2cccnc12)N/N=C1\SCC(=O)N1CCc1ccccc1 | -6 | 4% | -9% | -9% | -12% | 0% | -7% | ? | -16% | 4% | -9%
COc1ccc(NC(=O)c2c(Cl)cnn2C)c(C)c1 | 7 | 9% | 5% | 4% | 14% | -2% | 1% | -16% | ? | -6% | -14%
COc1cc(C(=O)NCC(C)C)c([N+](=O)[O-])cc1OC | 10 | -3% | 1% | -2% | -1% | 9% | 1% | 10% | 23% | ? | -2%
CCCS(=O)(=O)N1CCC(C(=O)NCC2CCCO2)CC1 (stereo not given) | 4 | -5% | 4% | 0% | -9% | -18% | -1% | -2% | 9% | -11% | 1%
COc1ccc(-c2nnc(SCC(=O)Nc3cc(S(=O)(=O)N4CCCCC4)ccc3Cl)n2N)cc1 | -12 | -2% | 0% | ? | -5% | ? | 0% | -33% | 0% | 5% | -17%
COc1cccc(CNS(=O)(=O)c2cc(-c3cc(C)no3)ccc2C(C)C)c1 | -16 | -3% | -4%[0.46 µM] | 5% | -1% | 9% | -3% | -29% | 18% | 0% | -1%
c1ccc(C2C3=C(CCCC3)Nc3ncnn32)cc1 (stereo not given) | 8 | -5% | -8% | 3% | 8% | -11% | 4% | 7% | 1% | 1% | 0%
O=C(CSc1nncn1-c1cccnc1)N1CCOCC1 | 7 | -4% | 1% | 3% | 3% | -2% | -2% | -6% | -7% | -13%[11.5 µM] | -6%
O=C(Nc1cnccn1)C1c2ccccc2Oc2ccccc21 | -3 | 2% | -1% | 1% | 0% | ? | 0% | 22% | ? | 2% | 1%
CCOC(=O)c1sc(NC(=O)CSc2nc(-c3ccco3)cc(C(F)(F)F)n2)c(C(=O)OC)c1C | 2 | -4% | -2% | 1% | -7% | -1% | 2% | -2% | -18% | 5% | -4%
O=C(Nc1nccs1)C1CCCN(S(=O)(=O)c2cccnc2)C1 (stereo not given) | 13 | -1% | -11% | 0% | -4% | 20% | 4% | -18% | 3% | 7% | 17%
CCc1ccccc1NC(=O)c1ccc2snnc2c1 | 0 | 6% | nt | -1% | -1% | -2% | -3% | ? | nt | 6% | 1%
Cc1ccc(S(=O)(=O)NCC(=O)OCC(=O)Nc2cccc(S(=O)(=O)NC3=NCCCCC3)c2)cc1C | -7 | -1% | -2% | 2% | 1% | 7% | -3% | 4% | nt | -4% | -3%
Cc1c(/C=N/NC(=O)c2ccccc2O)c2ccccn2c1C(=O)c1ccc(F)cc1 | 9 | 12% | -7% | 13µM* | 7% | -1% | -1% | 23µM* | ? | -8% | -28%
O=C(O)c1ccccc1-c1ccccc1C(=O)Nc1ccc2c(c1)[nH]c(=O)c1ccccc12 | 5 | 13% | -6% | -9% | 2% | -4% | -5% | ? | 50%[activator] | -2% | 1%
O=C(c1cc2c(=O)n3ccccc3nc2s1)N1CCN(Cc2ccc3c(c2)OCO3)CC1 | 8 | 11% | -4% | 4% | -5% | 4% | -2% | ? | -9% | 12% | -4%
CCCNCc1cc(Br)ccc1OCC(=O)NCCc1ccccc1 | -17 | -4% | -6% | -1% | 2% | 1% | 1% | -29% | -6% | -11% | -10%
CC(Nc1ccc(Cl)cc1)c1cc(Cl)ccc1O (stereo not given) | 2 | 2% | -7% | -5% | 10% | ? | 0% | 1% | ? | -1% | 13µM*
Cc1c(OCC(=O)N(C)C)ccc2c(-c3ccccc3)cc(=O)oc12 | -2 | ? | nt | 1% | 2% | 7% | -1% | ? | -12% | ? | 3%
CCC1CCCCN1C(=O)COc1cccc2c1CCN(C)C2=O (stereo not given) | -9 | 4% | -6% | 0% | -5% | ? | 1% | ? | -2% | -11% | 0%
CC(C)(C)c1ccc(C(=O)N2CCC(=O)N(C(CO)Cc3ccccc3)CC2)cc1 (stereo not given) | -3 | 1% | 9% | -9% | -4% | ? | -5% | 5% | -17% | -12% | -14%
COCCCN(C(=O)Cc1ccc(Cl)c(Cl)c1)c1c(N)n(Cc2ccccc2)c(=O)[nH]c1=O | -13 | -2% | -11% | -1% | 0% | -19% | -6% | ? | nt | 3% | ?
O=C1c2ccccc2C(=O)N1CCC(c1ccc(F)cc1)c1ccco1 (stereo not given) | 11 | 9% | ? | 2% | -3% | 2% | 1% | 5% | 19% | 8% | 17%
CC1CCN(C(=O)C2CCN(c3ncnc4c3nc3n4CCCCC3)CC2)CC1 | -7 | -2% | nt | -2% | 0% | 30% | -3% | -3% | nt | 0% | -2%
O=C(COc1ccc(Br)cc1CO)Nc1ccc(S(=O)(=O)N2CCCC2)cc1 | -6 | 10% | nt | -4% | -5% | nt | 1% | ? | nt | nt | nt
CCOc1ccc(Oc2c(/C=N/NC(=O)COc3ccccc3OC)c(C)nn2-c2ccccc2)cc1 | -20 | ? | 8% | 4% | 2% | ? | -4% | ? | -10% | -5% | -7%
Cc1ccsc1-c1nc(-c2ccccc2)c(-c2ccccc2)[nH]1 | -3 | -10% | 1% | 0% | 0% | 4µM* | 1% | 4% | ? | 6% | ?
CCN(CC)S(=O)(=O)c1ccc2c(c1)nc(CCC(=O)OCC(=O)N1CCc3ccccc31)n2C | 2 | -2% | 1% | ? | 1% | 22% | -4% | 0% | -22% | 0% | -2%
COc1cccc(/C=C/C(=O)OCC(=O)NCC2CCCO2)c1 (stereo not given) | -10 | -2% | 3% | 5% | -4% | -1% | -1% | 8% | -5% | 2% | 13%
CCCCCn1c(CNC(=O)COC)nc2ccccc21 | 1 | -6% | -4% | -2% | 0% | 3%[0.365 µM] | -1% | -1% | -30% | 2% | nt
COc1ccc([C@H]2CC(=O)C=C(c3ccc(Cl)cc3C)C2)cc1 | 9 | ? | nt | -2% | -5% | nt | -5% | -8% | nt | nt | nt
O=c1[nH]c2ccc(S(=O)(=O)Nc3ccc(Cl)cc3)cc2[nH]1 | 2 | 1% | 10% | 1% | 4% | ? | -2% | -6% | 8% | 3% | -14%
O=C(Cc1ccccc1)N/N=C/c1ccc2cccc(O)c2n1 | -21 | 7% | -7% | 19µM* | -3% | 7.9µM* | 0% | -9% | 14% | ? | ?
CC1CC1C(=O)OCC(=O)NCc1ccccc1Cl (stereo not given) | 12 | -3% | -5% | -16% | 15% | 0% | 0% | 22% | 2% | 4% | 12%
Cc1nc(-c2ccc(Cl)cc2)sc1C(=O)NNC(=O)C(C)C | -2 | 0% | 0% | -11% | 7% | 17% | 7% | -2% | nt | 20% | -4%
CCCCn1c(N)c(N(CC(C)C)C(=O)c2ccc(Br)s2)c(=O)[nH]c1=O | -19 | -3% | 4% | 6% | 3% | 11% | -3% | 2% | 6% | 5% | 22%
Cc1ccc(S(=O)(=O)Nc2cccc(-n3cnnn3)c2)cc1C(=O)O | -9 | 11% | nt | -1% | 0% | 8% | 1% | ? | nt | -1% | 1%
